14-3-3 Bad inh: inhibitors of 14-3-3 zeta/Bad binding, primary screen, biochemical, TR-FRET, bovine 14-3-3 zeta; 14-3-3 protein zeta/delta (Bos taurus), P63103; TR-FRET 14-3-3zeta/Dy647-pBad peptide displacement, 1 h; inhibition, % at 21.7 µM; 0.71% of 220,000 active;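 active = inhibition above about 70%, limit read from the data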;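 also: 0% = full 14-3-3 plus peptide FRET controls and 100% = background without 14-3-3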
Target sequence (P63103 whole entry, looked up): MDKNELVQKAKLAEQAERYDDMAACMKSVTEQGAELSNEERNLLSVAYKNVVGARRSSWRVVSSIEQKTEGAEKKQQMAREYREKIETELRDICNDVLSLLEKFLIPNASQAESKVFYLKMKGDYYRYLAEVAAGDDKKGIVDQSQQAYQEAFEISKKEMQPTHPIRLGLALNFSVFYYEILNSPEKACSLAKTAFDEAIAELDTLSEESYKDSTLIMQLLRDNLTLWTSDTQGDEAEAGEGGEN
Calpain2 inh: inhibitors of pig calpain II, primary screen, biochemical, fluorogenic peptide substrate, 1536-well. 0.37% of 220,000 active. purified calpain II, 30 min. AID 1236, 2008. inhibition, % at 16 µM;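 active = inhibition above about 50%, limit read from the data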
L929 necroptosis: inhibitors of zVAD-triggered necroptosis, primary screen, L929 cells | viability rescue, % at 10 µM | 0.38% of 220,000 active | AID 1377, 2008 | L929 zVAD necroptosis rescue, ATP luminescence, 24 h; with zVAD 60 µM;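 active = activation, scaled between plate controls, above about 75%, limit read from the data; inactive = activation under that limit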;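 also: 0% = zVAD with DMSO and 100% = DMSO alone without zVAD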
EP2 antag: human EP2 receptor antagonists, primary screen, TR-FRET cAMP, C6 glioma cells. Prostaglandin E2 receptor EP2 subtype (Homo sapiens), P43116. C6 glioma cells expressing human EP2; cells stimulated with saturating PGE2. 0.52% of 260,000 active. inhibition, % at 25 µM;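 active = percent inhibition above 40 after rounding to a whole number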;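 also: rat C6 glioma host cells with rolipram phosphodiesterase inhibitor present; the protocol text gives 20 µM as final concentration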
Target sequence (P43116 whole entry, looked up): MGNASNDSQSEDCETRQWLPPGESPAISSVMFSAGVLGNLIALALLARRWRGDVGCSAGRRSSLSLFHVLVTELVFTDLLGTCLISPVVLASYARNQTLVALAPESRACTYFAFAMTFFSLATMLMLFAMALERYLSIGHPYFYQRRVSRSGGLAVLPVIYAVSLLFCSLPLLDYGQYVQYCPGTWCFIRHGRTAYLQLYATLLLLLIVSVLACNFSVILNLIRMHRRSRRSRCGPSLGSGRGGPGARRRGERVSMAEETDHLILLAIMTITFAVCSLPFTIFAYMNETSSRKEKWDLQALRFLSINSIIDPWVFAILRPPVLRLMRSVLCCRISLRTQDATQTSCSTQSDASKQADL
eIF4E-4G inh: eIF4E–eIF4G protein interaction inhibitors, primary screen, biochemical, uHTS, TR-FRET, eIF4GI fragment; TR-FRET eIF4E-eIF4GI(517-606) binding, 2 h; 0.37% of 220,000 active; inhibition, % at 21.7 µM; AID 782, 2007;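 active = inhibition above about 30%, limit read from the data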;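 also: 0% = full FRET control wells and 100% = background wells lacking eIF4GI fragment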
EP2 mod: EP2 receptor modulators, cAMP readout, primary screen, cell-based, HTRF cAMP, PGE2 stimulation | Prostaglandin E2 receptor EP2 subtype (Homo sapiens), P43116 | EP2-expressing cells, cAMP HTRF FRET, PGE2 co-stimulation | induction, % at 25 µM | 0.83% of 260,000 active;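 active = compounds whose cAMP rise, as percent of the full-agonist control response, exceeds 60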;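 also: rat C6 glioma line stably carrying human EP2 under a CMV promoter; the protocol text gives 20 µM as final concentration; 100% = response of wells given 1 µM PGE2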
Hck-Nef inh: inhibitors of Nef-activated human Hck kinase, primary screen, biochemical, Z-Lyte FRET, 384-well, Hck-YEEI; Tyrosine-protein kinase HCK (Homo sapiens), P08631; Recombinant Hck-YEEI plus Nef, Z-Lyte FRET kinase assay; inhibition, % at 20 µM; 0.68% of 220,000 active; AID 463187, 2010;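 active = Hck-Nef kinase inhibition above about 50%, limit read from the data; inactive = inhibition below that limit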;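 also: 0% = DMSO with Hck plus Nef and 100% = Hck alone without Nef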
Rad51 HR inh: human RAD51 strand exchange inhibitors, primary screen, biochemical, fluorescence; DNA repair protein RAD51 homolog 1 (Homo sapiens), Q06609; hRad51 DNA strand exchange, fluorescence dequenching; inhibition, % at 10 µM; 0.085% of 200,000 active; AID 1385, 2008;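 active = inhibition above 40% at the single screening dose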;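 also: 0% = DMSO control wells and 100% = blanks with heterologous ssDNA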
Target sequence (Q06609 whole entry, looked up): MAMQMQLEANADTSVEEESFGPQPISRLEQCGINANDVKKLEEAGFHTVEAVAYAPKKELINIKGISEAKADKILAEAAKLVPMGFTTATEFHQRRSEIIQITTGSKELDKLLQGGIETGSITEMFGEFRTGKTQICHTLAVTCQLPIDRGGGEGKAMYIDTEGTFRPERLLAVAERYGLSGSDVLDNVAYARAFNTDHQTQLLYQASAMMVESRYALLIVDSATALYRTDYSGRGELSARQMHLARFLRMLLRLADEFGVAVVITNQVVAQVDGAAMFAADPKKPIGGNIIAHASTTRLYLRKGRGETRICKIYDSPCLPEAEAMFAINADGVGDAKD
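Material: human Rad51–ssDNA filaments; Probe or stimulus: labelled 47-mer dsDNA for strand exchange; Doses: single 10 µM dose; Incubation: 37 °C 15-min filament assembly, 30-min compound preincubation, 15-min exchange; Technique: FRET fluorescence dequenching, excitation 485 nm, emission 520 nm; Measure: Fluorescence-based percent inhibition, control- and blank-normalised; Benchmarks: plate control and blank wells.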
Tb hexokinase: Trypanosoma brucei hexokinase 1 inhibitors, primary screen, biochemical, G6PDH-coupled NADH absorbance, MLSCN library. hexokinase 1 [Trypanosoma brucei]. recombinant TbHK1, G6PDH-coupled NADH A340. inhibition, % at 10 µM. 0.11% of 220,000 active;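 active = inhibition of 50% or more in the single-dose primary screen; inactive = inhibition below 50%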
An asterisk follows results filed as active; . = no result given; & = joins results of further samples; [ ] = another dose, or the depositor's remark. These rows are one share of the data (hit frequency here may not be typical).

SMILES	14-3-3 Bad inh	Calpain2 inh	L929 necroptosis	EP2 antag	eIF4E-4G inh	EP2 mod	Hck-Nef inh	Rad51 HR inh	Tb hexokinase
Cc1cc(C)n(CC(=O)n2c3c(c4ccccc42)CCCC3)n1	-5	22	0.7	11	0	11	3	-2	2
Nc1nonc1-c1nc2ccccc2[nH]1	49[fluorescence artefact?]	-26	1.9	17	6	-13	8	-7	-2
CC(=O)NC1(C(F)(F)F)C(=O)NC(C)=C1C#N (stereo not drawn)	11	-11	-0.4	16	1[fluorescence artefact?]	12	-1	9	-3
CCOC(=O)C(C(=O)NCc1ccc(F)cc1)c1ncc(C(F)(F)F)cc1Cl (stereo not drawn)	10	24	0.0	11	-1	18	2	0	1
COc1ccc(NC(=O)c2cc3ccccn3n2)cc1	4	-8	0.8	10	-1	7	0	1	-6
O=C(CSC1CC(=O)N(CCc2ccccc2)C1=O)Nc1cccc(Cl)c1 (stereo not drawn)	-9	3	0.8	7	0[fluorescence artefact?]	-91	2	.	29
O=C(OC1CCCCC1=O)c1cccc(S(=O)(=O)NCc2ccccc2)c1 (stereo not drawn)	7	-14	0.3	10	2	-38	0	1	4
COCCCNC(=O)Cc1ccccc1OC	8	-7	1.9	10	1	21	2	5	-18
O=C1CC(c2ccccc2)CC(O)=C1C=NC1CCCCCC1 (stereo not drawn)	1[fluorescence artefact?]	15	-0.1	5	0	3	1	0	2
CCOC(=O)c1ccccc1NC(=O)CSc1nncn1C	-1	1	4.4	3&1	3	16&-29	19	-50	3
Cc1ccc(C(=O)c2coc3ccc(O)c(CN4CCN(C)CC4)c23)cc1	5	24	0.5	10	-10	-23	0	6	3
COc1ccccc1-n1c(=O)[nH]c2c(C(N)=O)nc(-c3cccnc3)nc21	-6	-64	9.2	10	-21	5	42	-2	-31
O=S(=O)(c1ccccc1)n1ccc2cccnc21	-3	-9	0.1	10	2	10	1	10	2
CCS/C(N)=N/N=C/c1cc(C)ccc1O	-13	-27	-0.1	8	7	-32	51*	-3	-48
O=C(COc1cccc(NC(=O)c2cccs2)c1)c1ccc(F)cc1	-3	16	3.6	6	-7	2	2	3	-3
Cn1c(=O)c2c(nc(Br)n2CCc2ccccc2)n(C)c1=O	-3	29	-0.4	18	-9	6	0	-4	22
Cc1ccc(NC(=O)COC(=O)Cn2cnc3ccccc32)c([N+](=O)[O-])c1	-3	-13	2.6	10	0	-37	6	8	-1
CCOC(=O)C1=C(C)NC(=O)NC1c1ccc(-c2ccccc2F)o1 (stereo not drawn)	-4	-13	1.9	13	0	28	3	1	-8
O=C(CCl)Nc1ccc(-c2ccccc2)cc1	-2	-29	15	6	4	23	-2	7	-3
O=c1c(Cl)c(Cl)cnn1Cc1nnc(-c2ccc(Cl)cc2)o1	-16	-162	59	15	10	-43	44	6	5

Reformatted: results already given
Values run as follows: 14-3-3 Bad inh | Calpain2 inh | L929 necroptosis | EP2 antag | eIF4E-4G inh | EP2 mod | Hck-Nef inh | Rad51 HR inh | Tb hexokinase
Cc1cc(C)n(CC(=O)n2c3c(c4ccccc42)CCCC3)n1
 : -5 | 22 | 0.7 | 11 | 0 | 11 | 3 | -2 | 2
Nc1nonc1-c1nc2ccccc2[nH]1
 : 49[fluorescence artefact?] | -26 | 1.9 | 17 | 6 | -13 | 8 | -7 | -2
CC(=O)NC1(C(F)(F)F)C(=O)NC(C)=C1C#N (stereo not drawn)
 : 11 | -11 | -0.4 | 16 | 1[fluorescence artefact?] | 12 | -1 | 9 | -3
CCOC(=O)C(C(=O)NCc1ccc(F)cc1)c1ncc(C(F)(F)F)cc1Cl (stereo not drawn)
 : 10 | 24 | 0.0 | 11 | -1 | 18 | 2 | 0 | 1
COc1ccc(NC(=O)c2cc3ccccn3n2)cc1
 : 4 | -8 | 0.8 | 10 | -1 | 7 | 0 | 1 | -6
O=C(CSC1CC(=O)N(CCc2ccccc2)C1=O)Nc1cccc(Cl)c1 (stereo not drawn)
 : -9 | 3 | 0.8 | 7 | 0[fluorescence artefact?] | -91 | 2 | . | 29
O=C(OC1CCCCC1=O)c1cccc(S(=O)(=O)NCc2ccccc2)c1 (stereo not drawn)
 : 7 | -14 | 0.3 | 10 | 2 | -38 | 0 | 1 | 4
COCCCNC(=O)Cc1ccccc1OC
 : 8 | -7 | 1.9 | 10 | 1 | 21 | 2 | 5 | -18
O=C1CC(c2ccccc2)CC(O)=C1C=NC1CCCCCC1 (stereo not drawn)
 : 1[fluorescence artefact?] | 15 | -0.1 | 5 | 0 | 3 | 1 | 0 | 2
CCOC(=O)c1ccccc1NC(=O)CSc1nncn1C
 : -1 | 1 | 4.4 | 3&1 | 3 | 16&-29 | 19 | -50 | 3
Cc1ccc(C(=O)c2coc3ccc(O)c(CN4CCN(C)CC4)c23)cc1
 : 5 | 24 | 0.5 | 10 | -10 | -23 | 0 | 6 | 3
COc1ccccc1-n1c(=O)[nH]c2c(C(N)=O)nc(-c3cccnc3)nc21
 : -6 | -64 | 9.2 | 10 | -21 | 5 | 42 | -2 | -31

Hck-Nef inh, entries above that show a hit.
| canonical_smiles | 14-3-3 Bad inh | Calpain2 inh | eIF4E-4G inh | EP2 mod | Hck-Nef inh | Tb hexokinase |
| --- | --- | --- | --- | --- | --- | --- |
| CCS/C(N)=N/N=C/c1cc(C)ccc1O | -13 | -27 | 7 | -32 | 51* | -48 |

(more compounds)
SMILES	14-3-3 Bad inh	Calpain2 inh	L929 necroptosis	EP2 antag	eIF4E-4G inh	EP2 mod	Hck-Nef inh	Rad51 HR inh	Tb hexokinase
COc1ccc(/C=C2\CCCC3C2=NN(C(=O)CSc2n[nH]c(N)n2)C3c2ccc(OC)cc2)cc1 (stereo not drawn)	5	-64	-0.1	5	-2	30	21	9	-10
COc1ccc(C(c2sc3ncnn3c2O)N2CC(C)OC(C)C2)cc1OC (stereo not drawn)	4	5	-0.4	10	-1	11	0	3	-21
CN(C)S(=O)(=O)c1cccc(NC(=S)NCCCn2ccnc2)c1	-14	-7	1.8	5	1	20	18	11	-6
O=C(CC1S/C(=N/N=C/c2c[nH]c3ccc(OCc4ccccc4)cc23)NC1=O)Nc1ccccc1 (stereo not drawn)	6[fluorescence artefact?]	15	-0.3	5	1[fluorescence artefact?]	-5	6	10	3
CC12CCC(C(=O)Nc3ccc(Cl)cc3)([C@H](Br)C1=O)C2(C)C (stereo partly drawn)	6	10	2.8	9	-3	-43	10	-16	-6
O=S(=O)(Nc1nc2c(s1)CCCC2)c1ccc2ccccc2c1	-13	18	0.0	8	-6	-25	3	-3	-18
CC(C)(C)CC(=O)NCc1ccc(F)cc1	3[fluorescence artefact?]	6	-0.9	15	3[fluorescence artefact?]	-3	0	3	-12
CCOC(=O)c1cncc(C(=O)O)c1	33[fluorescence artefact?]	-17	0.5	6	-14[fluorescence artefact?]	17	-1	-18	7
CCOC(=O)NC(=O)CSc1nc2ccc(C)cc2[nH]1	-10	-6	2.9	2	0	11	-4	-2	-3
CN1CCN(CC(=O)NN2CC(=O)N(c3ccc(F)cc3)CC2=O)CC1	-3	-14	1.2	0	2	6	8	-13	1
COc1ccc(S(=O)(=O)CCC(=O)N2CC(=O)N(CCc3ccccc3)C(=O)C2)cc1	8	7	0.4	8	4[fluorescence artefact?]	-9	-1	-6	-2
N#Cc1nc(-c2ccco2)oc1NCCN1CCOCC1	2	-82	1.4	6	-6	22	0	0	-20
COc1ccc(C2CC(c3ccc4ccccc4c3OC(C)=O)=NN2C(=O)/C=C/c2ccccc2)cc1 (stereo not drawn)	10	-71	0.5	10	4	19	0	-2	-31
Cc1ccc(S(=O)(=O)NC(CC(=O)O)c2ccco2)cc1 (stereo not drawn)	-10	17	0.2	6	1	11	-1	4	9
COC(=O)c1[nH]c2cc(OC)ccc2c1N=CN(C)C	-9	0	1.2	16	3	-52	4	-3	-17
CN(C)c1nc(Nn2cnnc2)nc(N(C)C)n1	1	8	0.8	8	5	-8	15	.	-2
O=C(c1nc2ccccc2[nH]1)c1ccccc1[N+](=O)[O-]	-6	3	0.6	11	-7	-34	11	15	-39
COc1ccc2c(Cl)c(-c3nnc(SCC(N)=O)n3C)sc2c1	6	-10	1.1	11	-3	2	0	3	-4
Cc1ccc(S(=O)(=O)NC2(C(F)(F)F)C(=O)Nc3c2c(=O)[nH]c(=O)n3-c2ccccc2)cc1 (stereo not drawn)	-1[fluorescence artefact?]	19	0.7	3	-19	21	-4	2	36
O=c1c2ccccc2nc2c3ccccc3c(NCc3ccco3)nn12	-4	-213	0.6	.	2	-1	-2	.	2
CCC(C)N(C(=O)c1csnn1)C(C(=O)NCc1ccc(F)cc1)c1ccco1 (stereo not drawn)	12	-24	-0.4	7	2	17	0	-3	-5
CCOc1ncccc1C(=O)NCc1ccc(OC)cc1	-5	26	1.5	12	7	10	2	3	1
CCOC(=O)c1c(C)n(C)c2ccc(OCC(O)CN3CCN(C)CC3)cc12 (stereo not drawn)	12[fluorescence artefact?]	8	-0.6	14	5	17	0	4	8
COCCOC(=O)C1=C(N)OC2=C(C(=O)CC(C)(C)C2)C1c1cccnc1 (stereo not drawn)	-16[fluorescence artefact?]	-46	-0.3	13	-5	6	0	-4	-6
CCOC(=O)C1=C(N)N(c2cc(S(=O)(=O)N3CCOCC3)ccc2Cl)C(=O)C1	-18	-59	-0.2	5	0	26	5	19	-7
CCC(=O)N1CCN(C(C)=O)C1c1ccccc1 (stereo not drawn)	2	-27	1.1	14	5	17	1	-3	2
O=C(CSc1oc(-c2ccco2)nc1S(=O)(=O)c1ccc(Cl)cc1)NCC1CCCO1 (stereo not drawn)	18	25	0.5	5	-1	-45	-1	-2	-1
CCc1nnc(NC(=O)C2CCCCN2S(=O)(=O)c2ccccc2)s1 (stereo not drawn)	-13	-7	2.0	8	4	26	20	3	-3
Cn1ncc([N+](=O)[O-])c1C(=O)Nc1ccc2c(c1)OCCO2	-5	10	0.5	6	-1	-6	0	3	-2
O=C(C[n+]1ccc(/C=N/O)cc1)NC1CCCCC1	-18	-13	3.1	6	0	4	21	9	-11
CCOC(=O)C1=C(CC)OC(N)=C(C#N)C1c1cccs1 (stereo not drawn)	-12	-48	-0.1	10	-20	26	-24	6	16
CCOC(=O)c1ccccc1NC(=O)c1n[nH]c(=O)c2ccccc12	-8	-11	-1.2	12	-3[fluorescence artefact?]	28	4	.	-9
COc1ccccc1NC(=S)NCc1ccco1	-7[fluorescence artefact?]	-49	0.0	19	-12	32	0	15	24
CN(C)C(=O)c1cccn(Cc2cccc(C(F)(F)F)c2)c1=O	-14	4	0.0	7	1	33	2	-2	-4
C/C=C/c1cc(CN2CCN(c3ccc(OC)cc3)CC2)c(O)c(OC)c1	-12	-7	-0.1	6	3	2	2	10	-16

Screening data (PubChem BioAssay)
